hIAP activ = increases human intestinal alkaline phosphatase activity. purified human IAP, CDP-Star luminescence, 30 min; hits give high values; 1 = vehicle-only enzyme, 0 = enzyme-free background. activation factor at 10 µM. 330,000 compounds, 0.16% hits. AID 2524;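 active = activation factor of the enzyme at least 2-fold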; also: the source names both 10 and 20 µM as test concentration; values of inactives mirror those of a sister screen read the other way
Target sequence (P09923 whole entry, looked up): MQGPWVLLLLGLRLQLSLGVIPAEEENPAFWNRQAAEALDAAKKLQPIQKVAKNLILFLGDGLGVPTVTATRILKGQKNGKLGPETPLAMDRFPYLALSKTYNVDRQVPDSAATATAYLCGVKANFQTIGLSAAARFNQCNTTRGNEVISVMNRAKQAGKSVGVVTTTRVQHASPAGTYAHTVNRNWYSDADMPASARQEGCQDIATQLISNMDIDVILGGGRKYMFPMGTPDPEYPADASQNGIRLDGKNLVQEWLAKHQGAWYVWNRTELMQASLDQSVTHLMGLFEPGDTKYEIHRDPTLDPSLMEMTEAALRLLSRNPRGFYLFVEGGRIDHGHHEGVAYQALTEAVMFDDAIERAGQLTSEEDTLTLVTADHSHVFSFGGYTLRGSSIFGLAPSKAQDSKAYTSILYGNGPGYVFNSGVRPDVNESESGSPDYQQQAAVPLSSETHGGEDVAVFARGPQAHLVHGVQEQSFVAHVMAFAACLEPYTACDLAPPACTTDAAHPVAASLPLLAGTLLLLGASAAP
hIAP inh = human IAP inhibition. AID 2544. purified IAP, CDP-Star luminescence, 30 min. 330,000 compounds, 0.12% hits. inhibition, % at 10 µM. P09923;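 active = inhibition reaching a set limit with compound at 10 µM in the primary screen, cut at about 35% in these data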;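 also: plate controls were DMSO wells with enzyme for no effect and no-enzyme buffer wells for full effect; values of inactives mirror those of a sister screen read the other way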
MPTP inh = blocks calcium-induced mitochondrial swelling | isolated mouse mitochondria, Ca2+ swelling absorbance, 30 min | inhibition, % at 10 µM | 360,000 compounds, 1.4% hits | AID 602449;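 active = inhibition of 50% or more, scaled per plate between neutral and stimulator controls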;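 also: 0% = DMSO wells given calcium and 100% = 1 mM EGTA wells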
MIN6 prolif = induces beta-cell replication in MIN6 cells. proliferation, % at 10 µM. MIN6 cells proliferation, ATPlite luminescence, 48 h; cells starved in 0.2% serum; 100% = growth in 10% serum. 330,000 compounds, 0.29% hits;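 active = compounds whose signal lies at least 3.5 SD above the mean of all wells on their plate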;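 also: 0% = DMSO-treated cells in low-serum medium and 100% = 10% serum control; some compounds called inactive have numbers as strong as hits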
mIAP inh = mouse IAP inhibition. AID 2806. purified mouse IAP, CDP-Star luminescence, 30 min. 330,000 compounds, 0.2% hits. inhibition, % at 10 µM;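 active = inhibition of at least 40% at 10 µM in the primary screen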;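 also: plate controls were DMSO with enzyme for no effect and no enzyme wells for full effect; values of inactives mirror those of a sister screen read the other way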
APOBEC3A inh = blocks human APOBEC3A ssDNA deamination | P31941 | recombinant A3A, FAM/TAMRA ssDNA deamination fluorescence | inhibition, % at 20 µM | 330,000 compounds, 0.41% hits;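 active = at least 40% inhibition at 20 µM here, with at most 30% in a related deaminase screen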;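 also: plate controls were A3A with DMSO for no effect and wells lacking A3A enzyme for full effect; some results filed as inactive read as strong as hits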
Target sequence (P31941 whole entry, looked up): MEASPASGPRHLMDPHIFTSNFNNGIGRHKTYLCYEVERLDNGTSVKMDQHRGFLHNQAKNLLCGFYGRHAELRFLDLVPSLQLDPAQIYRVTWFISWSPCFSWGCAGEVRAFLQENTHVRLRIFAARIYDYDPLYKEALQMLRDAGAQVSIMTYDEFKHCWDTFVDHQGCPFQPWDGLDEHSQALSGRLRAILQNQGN
A3G deaminase = blocks human APOBEC3G single-stranded DNA deamination | Q9HC16 | recombinant A3G, ssDNA deamination FAM/TAMRA fluorescence | 330,000 compounds, 0.28% hits | inhibition, % at 20 µM;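 active = inhibition of at least 40% at 20 µM, with no more than 30% in the related APOBEC3A deaminase screen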;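 also: plate controls were DMSO wells with A3G for no effect and wells lacking A3G enzyme for full effect; some compounds called inactive have numbers as strong as hits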
NR3A LBD binder = modulators (binders) of human NR3A ligand-binding domain. AID 1259313. Tm shift relative to glycine control, % at 25 µM. NR3A LBD differential scanning fluorimetry, Tm shift; 0% = protein alone, 100% = glycine-bound protein. 340,000 compounds, 2.5% hits;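 active = melting temperature shift of at least 10% of the positive control shift, at one fixed dose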
mIAP act = mouse IAP activation; muIAP, CDP-Star luminescence, 30 min; hits give high values; 1 = vehicle-only enzyme signal, 0 = enzyme-free wells; activation factor at 10 µM; 330,000 compounds, 0.24% hits; AID 2805;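 active = activation factor of at least 2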; also: the source names both 10 and 20 µM as test concentration; values of inactives mirror those of a sister screen read the other way
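Assay system: mouse IAP enzyme; reagent: chemiluminescent substrate CDP-Star; dosing: test compounds delivered from DMSO solution; schedule: 30 min at room temperature; measured by: luminescence from enzymatic CDP-Star hydrolysis; controls: DMSO-only wells and no-enzyme negative control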
Active calls of the source: *; / = no result given.

Structure,mIAP act,APOBEC3A inh,MIN6 prolif,A3G deaminase,mIAP inh,hIAP activ,hIAP inh,MPTP inh,NR3A LBD binder
COc1cc(OC)cc(C(=O)NCCc2ccc(OC)c(OC)c2)c1,1.02,-2.3,-0.4,-3.4,-1.8,0.897,10.3,1.0,0.2
COc1ccccc1N1C(=O)c2cccc3c(N(C)CCO)ccc(c23)C1=O,1.03,-6.8,-0.5,0.7,-3.2,1.09,-8.7,-0.3,-2.2
Cc1ccc(C)c(N(C)C(=O)COc2cc(=O)n(C)c3ccccc23)c1,0.862,-1.6,-2.7,-3.0,13.8,1.09,-8.8,-1.7,-1.6
CCN1C(=O)[C@H]2[C@H]3CN=C(SCc4ccc(C#N)cc4)N3[C@@](CC)(C(=O)OC)[C@H]2C1=O,1.01,-1.5,/,-2.1,-1.1,/,/,-1.0,3.1
COc1ccc(COC(=O)C2=C(C)NC(=O)NC2c2ccccc2OC(C)C)cc1 (stereo unspecified),1.07,-2.9,-0.3,-2.7,-7.5,0.979,2.1,0.0,-0.2
O=C(CN(Cc1ccccc1C(F)(F)F)C(=O)CNC(=O)c1ccco1)NC1CCCC1,0.954,-0.5,1.0,-1.2,4.6,0.892,10.8,5.9,2.4
COc1cccc(NC(=O)CN(C)C(=O)CCN2C(=O)C3CC=CCC3C2=O)c1 (stereo unspecified),1.02,-0.1,-1.8,-5.8,-2.3,1.27,-27.0,-0.1,0.2
COc1ccccc1N1CCN(c2nc3ccccc3nc2C(C#N)C(=O)OC(C)C)CC1 (stereo unspecified),0.836,-5.0,-2.8,-5.1,16.4,1.06,-5.8,1.9,-1.6
CCCNC(=O)c1onc(CSc2ccc(F)c(F)c2)c1C(=O)NCCC,0.928,0.4,-2.6,-4.0,7.2,0.869,13.1,/,-3.4
CCc1nn(-c2cc(Oc3ccccc3)nc(-c3ccccc3)n2)c(N)c1C#N,0.935,-2.6,-1.6,8.5,6.5,0.985,1.5,2.6,-1.2
Cc1ccc(NC2CCCN(C(=O)CCCN3CCCCC3=O)C2)cc1C (stereo unspecified),0.938,-3.4,5.2,-2.1,6.2,0.9,10.0,0.2,1.0
CC(=O)N1c2ccc(S(=O)(=O)N3CCC(C(=O)NCc4ccc(F)cc4)CC3)cc2CC1C (stereo unspecified),0.97,-6.4,-2.3,-9.4,3.0,1.02,-2.5,-0.4,2.3
COc1cc(C(=O)OCC(=O)Nc2ccc(C)cc2)cc(OC)c1OC,0.98,-1.6,0.1,-5.6,2.0,0.928,7.2,1.2,-0.8
Cc1c(CCO)c(=O)n(-c2ccccc2)n1S(=O)(=O)c1ccc([N+](=O)[O-])cc1,1,-3.5,-2.1,-8.6,0.0,1.01,-1.4,0.1,0.0
Clc1ccc(Cn2cc(/C=N/n3cnnc3)c3ccccc32)c(Cl)c1,0.974,-2.3,-3.1,-6.2,2.6,0.978,2.2,-2.6,-16.1
CCN1CCCC1CN(Cc1cc2ccc(C)cc2[nH]c1=O)C(=S)Nc1ccc(OC)cc1OC (stereo unspecified),1,-3.8,0.0,-7.1,-0.2,0.77,23.0,-8.0,-2.2
C/C(=N\OCC(=O)OCC(=O)NC(=O)c1ccccc1)c1ccc2c(c1)OCO2,0.954,-1.3,1.0,-6.2,4.6,0.989,1.1,-0.9,0.6
COc1cc(C(=O)OCCc2c(C)nc3nc[nH]n3c2=O)cc(OC)c1OC,0.887,-1.5,-1.6,-4.7,11.3,0.998,0.2,-0.2,-4.5
COC(=O)c1cccc(-c2noc(-c3ccccc3F)n2)c1,0.908,0.8,-4.9,-5.4,9.2,0.974,2.6,-0.4,0.6
Cc1csc(=O)n1CCC(=O)OCC(=O)NNC(=O)c1ccc(Br)cc1,0.828,-1.3,1.3,-6.5,17.2,1.07,-6.6,-0.4,-0.8
CC(=O)c1nnn(-c2ccc(F)cc2F)c1C,1.06,3.0,0.7,-6.6,-5.7,1.02,-1.8,0.0,-1.5
CCc1ccc(Cn2nnc(C(=O)Nc3ccc(OC)cc3OC)c2N)cc1,0.988,-2.6,-3.8,-4.7,1.2,1.17,-17.0,2.5,-0.6
Cc1c(NC(=O)CSc2nnc(-c3ccco3)n2-c2ccccc2)c(=O)n(-c2ccccc2)n1C,0.901,-2.0,-0.9,-4.8,9.9,0.997,0.3,-1.7,-0.2
O=C(NCC(=O)N(c1ccccc1)C(C(=O)NCC1CCCO1)c1ccccc1)c1cccs1 (stereo unspecified),1.08,-1.5,-0.9,-8.6,-7.6,1.19,-18.6,0.2,-1.7
CC(=O)NC(C)C12CC3CC(CC(C(=O)O)(C3)C1)C2 (stereo unspecified),0.976,0.4,1.3,-13.9,2.4,0.909,9.1,-0.5,-1.6
Cc1cc(OCC(=O)OCC(=O)NCCN2C(=O)CSC2=O)ccc1Cl,0.87,1.6,-5.2,-4.1,13.0,1.12,-11.7,-1.5,0.3
O=c1c2sccc2nc(SCc2cc(=O)n3cc(Cl)ccc3n2)n1Cc1ccccn1,1.08,-5.2,-5.0,-2.5,-8.3,0.988,1.2,-1.4,-3.5
CC(=O)c1ccc(Sc2ccc(C(C)=O)cc2)cc1,1.07,2.8,-4.5,4.1,-6.8,1.1,-9.6,1.2,-0.2
Cc1nn(CC(=O)N2CCOCC2)c(C)c1[N+](=O)[O-],1.01,-6.7,-0.2,-6.7,-1.4,1.11,-10.7,0.9,2.3
Cc1cccc(NC(=O)c2nc[nH]c2C(=O)N2CCN(C(=O)OC(C)(C)C)CC2)c1,1.04,-1.5,6.3,-10.4,-4.0,1.25,-24.8,-0.6,-0.5
CCc1[nH]nc2c1C(Cc1ccccc1)C(C#N)=C(N)O2 (stereo unspecified),0.869,-3.1,1.8,-6.7,13.1,1.08,-8.0,3.0,-1.1
CCOC(=O)N1CCN(C(=S)NC)CC1,1.02,-2.9,0.2,-6.6,-2.4,0.918,8.2,-1.7,0.6
COc1ccc(C2C3=C(N=C4SCC(=O)N42)c2ccccc2CC3)cc1 (stereo unspecified),0.96,-0.9,-3.1,-4.2,4.0,0.906,9.4,-6.5,0.1
CC1(C)CC2CC(C)(CN2C(=O)COC(=O)c2cccc([N+](=O)[O-])c2)C1 (stereo unspecified),0.95,7.4,7.4*,0.0,5.0,1.1,-10.5,-0.6,11.2*
Cc1nn(C(=O)c2ccco2)c(C)c1Sc1ccc(Cl)cc1,0.965,-3.2,0.0,-2.5,3.5,1.12,-12.1,5.0,0.8
O=C(Nc1ccc(-c2nc3cccnc3s2)cc1)c1ccc(Cl)nc1,1.01,7.0,-1.4,6.4,-0.9,0.966,3.4,4.0,2.4
CC(=O)N1CCN(Cc2ccc(Br)s2)CC1,1.03,0.4,0.2,-2.2,-2.6,0.948,5.2,1.3,0.2
CCn1ncc([N+](=O)[O-])c1C(=O)n1nc(C)cc1C,0.718,-2.9,0.0,-6.6,28.2,0.915,8.5,0.6,0.3
COc1ccccc1C(=O)NCCC(=O)N1CCCCC1,1,-0.4,-0.8,1.3,-0.1,1,-0.1,-1.8,-0.5
COc1ccccc1/C=C/C(=O)Nc1ccc(N2CCOCC2)cc1,0.997,-2.0,-0.5,-5.0,0.3,1.1,-9.6,0.4,-17.2
Cc1onc(-c2ccccc2Cl)c1C(=O)Nc1cccc(S(=O)(=O)NC2=NCCC2)c1,0.997,-2.9,0.5,-12.5,0.3,1.1,-10.1,-1.0,0.9
CC(C)c1nnc(NC(=O)c2cccc(NC(=O)C(F)(F)F)c2)s1,0.973,0.4,0.6,5.0,2.7,0.841,15.9,-1.0,9.1
O=C(NNC(=O)C1CCN(Cc2ccc(Cl)c(Cl)c2)CC1)c1cccs1,1.09,-2.6,-3.0,-9.3,-9.0,1.46,-45.7,-0.1,-0.6
COc1ccc2[nH]c(=O)c(CN(Cc3cccs3)Cc3nnnn3Cc3ccccc3)cc2c1,1.01,5.3,-0.6,-2.9,-1.0,1,-0.2,-0.4,-4.7
COc1ccc(C2NC(=O)c3sc(=S)n(-c4ccccc4)c3N2)cc1 (stereo unspecified),0.952,-1.8,-3.5,2.5,4.8,1.12,-11.7,-0.3,-3.1
COCCCNC(=O)c1ccc(-c2nc3ccccc3nc2-c2ccccc2)cc1,0.903,1.8,-3.1,-2.2,9.7,0.755,24.5,1.6,-0.6
CCC(C)Sc1nnc(CNS(=O)(=O)c2ccc(F)cc2)n1C (stereo unspecified),1.02,-1.2,5.7,-9.8,-1.6,0.746,25.4,0.8,0.3
O=C1CC(N2CCN(c3ccc(C(=O)c4ccc(F)cc4)cc3)CC2)C(=O)N1 (stereo unspecified),0.946,0.0,-0.4,-2.8,5.4,1.06,-6.1,0.5,-0.2
O=C(CCC(=O)c1ccccc1)Nc1ccccc1OC(F)F,0.899,-3.0,-1.4,-4.4,10.1,0.87,13.0,2.6,-0.7
Cc1ccc2nc3sc(C(=O)N4CCOCC4)c(N)c3cc2c1,0.991,2.7,-3.9,10.9,0.9,1.02,-2.2,0.6,-0.8
O=C(NC1CCCC1)c1ccc2c(c1)S(=O)(=O)c1ccccc1C2=O,1.05,-3.7,0.9,-10.9,-5.0,0.946,5.4,1.1,0.6
CCOC(=O)c1c(C)nc2cc(C)ccn12,1.05,-3.7,-1.0,-3.8,-4.9,1.02,-2.3,0.2,-0.2
CC(Cl)C(=O)NC(=O)NC12CC3CC(CC(C3)C1)C2 (stereo unspecified),1.04,-0.6,-0.3,1.7,-4.3,0.99,1.0,-0.1,-0.1
O=C(Nc1nncs1)c1ccccc1Br,0.953,2.0,2.0,-5.8,4.7,0.978,2.2,3.7,0.0
COc1ccc(CN2C(=O)C(C)=C(C)C2OC)cc1 (stereo unspecified),0.912,-4.4,-3.5,9.6,8.8,0.983,1.7,1.2,-4.0
O=C(CC(=O)NC1CCCCC1)N/N=C/c1ccccc1F,1.16,-0.4,-0.9,-7.8,-16.1,1.25,-24.7,/,/
COc1cccc(-c2cccc(NC(=O)C3CCN(Cc4cnn(C)c4)CC3)c2)c1,1.21,-1.4,1.4,3.4,-20.7,1.04,-4.4,-1.0,0.5
COc1ccc(/C=C/c2nc(-c3ccccc3O)n[nH]2)cc1,1.03,-5.7,-2.6,-8.0,-3.3,1.71,-70.8,55.9*,39.8*
Brc1ccc(-c2n(-c3ccccn3)c3ccccc3[n+]2-c2ccccn2)cc1,0.993,-4.4,1.9,-5.0,0.7,0.929,7.1,1.6,-2.1
O=C(c1ccc(S(=O)(=O)Nc2ccccc2F)cc1)N1CCC1,0.957,-3.9,5.6,-14.9,4.3,1.07,-7.5,-0.3,2.5
N#Cc1ccc(C2=CC(=O)C[C@H](c3ccc(Cl)cc3)C2)cc1,0.952,-1.5,-3.3,-9.5,4.8,1.08,-7.9,1.4,-6.0

2 entries from above, reformatted:
COc1ccccc1C(=O)NCCC(=O)N1CCCCC1
  mIAP act = 1
  APOBEC3A inh = -0.4
  MIN6 prolif = -0.8
  A3G deaminase = 1.3
  mIAP inh = -0.1
  hIAP activ = 1
  hIAP inh = -0.1
  MPTP inh = -1.8
  NR3A LBD binder = -0.5

COc1ccccc1/C=C/C(=O)Nc1ccc(N2CCOCC2)cc1
  mIAP act = 0.997
  APOBEC3A inh = -2.0
  MIN6 prolif = -0.5
  A3G deaminase = -5.0
  mIAP inh = 0.3
  hIAP activ = 1.1
  hIAP inh = -9.6
  MPTP inh = 0.4
  NR3A LBD binder = -17.2

Screening data deposited in PubChem by Sanford-Burnham Center for Chemical Genomics.
